Assay outcomes as filed in PubChem.
697 NFkB inh: inhibitors of PMA/ionomycin-induced NF-kB reporter, 697 cells, primary screen, B-cell NF-kB inhibitor project, cell-based, luminescence, uHTS | 697 B-cell NF-kB luciferase reporter, 16 h | inhibition, % at 4 µM | 330,000 tested, 0.33% active; in the data active = inhibition above about 35%
TIM10 inh: growth inhibitors of isogenic TIM10 control yeast, primary screen, counter-screen for tim10-1 yeast inhibitor project, luminescence, uHTS. S. cerevisiae TIM10 strain growth, BacTiter-Glo luminescence, 24 h. inhibition, % at 10 µM. 330,000 tested, 1.4% active. AID 463195, 2010;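 active = inhibition of 40% or more at the single tested concentration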;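 note: wild-type TIM10 isogenic control strain grown at permissive 25 °C; 0% = DMSO yeast wells and 100% = minimal medium wells without yeast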
Mdm2-MdmX inh: inhibitors of human Mdm2-MdmX association, primary screen, cell-based, luminescence, split luciferase, SaOS-2, uHTS; Protein Mdm4 (Homo sapiens) + E3 ubiquitin-protein ligase Mdm2 (Homo sapiens), …; SaOS-2 split-luciferase Mdm2/MdmX complementation; inhibition, % at 8 µM; 330,000 tested, 3% active;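 active = inhibition of at least 50% at 8 µM in the primary screen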
Target sequence (O15151 whole entry, looked up): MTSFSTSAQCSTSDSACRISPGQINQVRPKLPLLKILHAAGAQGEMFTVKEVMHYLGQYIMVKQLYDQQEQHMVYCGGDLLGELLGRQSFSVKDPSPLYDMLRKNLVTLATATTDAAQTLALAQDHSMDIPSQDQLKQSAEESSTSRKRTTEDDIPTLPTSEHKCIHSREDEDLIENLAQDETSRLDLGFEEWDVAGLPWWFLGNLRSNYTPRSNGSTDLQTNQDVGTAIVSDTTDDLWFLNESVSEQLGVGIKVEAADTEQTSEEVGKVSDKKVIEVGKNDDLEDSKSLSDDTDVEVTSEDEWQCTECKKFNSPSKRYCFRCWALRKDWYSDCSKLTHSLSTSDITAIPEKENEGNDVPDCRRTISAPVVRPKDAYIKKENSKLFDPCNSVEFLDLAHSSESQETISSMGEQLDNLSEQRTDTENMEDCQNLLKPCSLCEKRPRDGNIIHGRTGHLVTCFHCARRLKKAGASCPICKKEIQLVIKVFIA
Target sequence (Q00987 whole entry, looked up): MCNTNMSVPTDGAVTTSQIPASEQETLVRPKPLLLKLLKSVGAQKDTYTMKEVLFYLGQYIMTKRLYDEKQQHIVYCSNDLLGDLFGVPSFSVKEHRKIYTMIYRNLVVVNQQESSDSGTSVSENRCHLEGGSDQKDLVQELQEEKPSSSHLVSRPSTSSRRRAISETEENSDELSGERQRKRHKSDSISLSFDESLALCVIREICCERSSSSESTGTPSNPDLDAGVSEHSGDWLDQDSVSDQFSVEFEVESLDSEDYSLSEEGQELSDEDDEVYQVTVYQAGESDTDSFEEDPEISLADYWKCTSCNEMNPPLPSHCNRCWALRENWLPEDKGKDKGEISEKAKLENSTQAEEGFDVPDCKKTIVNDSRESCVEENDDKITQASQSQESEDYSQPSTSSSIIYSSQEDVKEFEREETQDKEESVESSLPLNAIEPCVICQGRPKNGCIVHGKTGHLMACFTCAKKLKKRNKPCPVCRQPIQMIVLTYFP
Jurkat NFkB inh: inhibitors of induced NF-kB luciferase reporter, primary screen, TCR NF-kB activation inhibitor project, cell-based, luminescence, uHTS. Jurkat, PMA/ionomycin-induced NF-kB luciferase reporter. inhibition, % at 4 µM. 330,000 tested, 0.53% active. AID 435003, 2010; in the data active = inhibition above about 50%
XBP1 UPR activ: activators of adaptive XBP1 UPR arm, primary screen, cell-based, CHO-XBP1 luciferase reporter, luminescence, uHTS; IRE1-XBP1 UPR activation; percent of tunicamycin response, DMSO as zero; activation, % at 20 µM; 330,000 tested, 0.33% active; AID 463104, 2010;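 active = versus positive control, 20 µM dose yields 30% or more activation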;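 note: 100% = tunicamycin at 10 µg/mL and 0% = DMSO only wells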
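Signal: luciferase luminescence; Assay system: CHO-XBP1 luciferase reporter cells; Amount: one thousand reporter cells per well; Dosing: 20 µM single concentration, DMSO 1%; Benchmarks: high control tunicamycin 10 µg/mL final, low control DMSO vehicle only; Schedule: 6 h compound exposure at 37 °C, 5% CO2; Evaluation: percent activation relative to tunicamycin reference.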
tim10-1 inh: growth inhibitors of tim10-1 mutant yeast, primary screen, luminescence, uHTS | S. cerevisiae tim10-1 ts strain growth, BacTiter-Glo, 24 h | inhibition, % at 20 µM | 330,000 tested, 2.2% active | AID 463190, 2010;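 active = inhibition of at least 40%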;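 note: mutant grown at 25 °C; 0% = DMSO wells with yeast and 100% = wells holding no yeast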
tim23-1 inh: growth inhibitors of tim23-1 mutant yeast, primary screen, luminescence, uHTS; S. cerevisiae tim23-1 growth, BacTiter-Glo luminescence, 24 h; inhibition, % at 20 µM; 330,000 tested, 1.3% active;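 active = growth inhibition of the mutant yeast at or above 50%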;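 note: temperature-sensitive mutant grown at 25 °C; plate controls were DMSO-treated mutant yeast for no effect and medium wells lacking yeast for full effect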
CHOP UPR activ: activators of apoptotic CHOP UPR arm, primary screen, cell-based, CHO-CHOP luciferase reporter, luminescence, uHTS; activation, % at 10 µM; 330,000 tested, 0.34% active; UPR activation; percent of tunicamycin response over DMSO baseline;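 active = at 10 µM dose, activation of 40% or more, normalized to positive control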;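 note: 100% = tunicamycin at 10 µg/mL and 0% = DMSO alone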
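System: CHO-CHOP luciferase reporter cell line; amount: 500 cells/well; buffer or medium: F12 medium containing 10% fetal bovine serum; incubation: 6 h compound exposure at 37 °C after overnight seeding; measured by: luciferase luminescence after 10 min with Steady-Glo reagent; evaluation: % reporter activation, DMSO baseline versus tunicamycin full activation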
Starred values were filed as active, the others as inactive.

structure | 697 NFkB inh | Mdm2-MdmX inh | TIM10 inh | tim10-1 inh | XBP1 UPR activ | Jurkat NFkB inh | CHOP UPR activ | tim23-1 inh
CCN(CC)c1ccc(C2C3CCCCC3(O)CCN2CC(=O)N2CCCCC2)cc1 (stereo not drawn) | -18 | 19 | 8 | 1 | 4 | 12 | -1.6 | 2
Cc1cc(C(=O)Nc2ccncc2)ccc1[N+](=O)[O-] | 5 | 1 | 7 | -6 | -2 | -32 | 4.4 | 21
CCO[C@H]1OC(C(=O)NCc2ccccc2)=C[C@@H](c2ccccc2)[C@@H]1CCCO | 3 | 18 | -8 | -3 | -3 | -8 | -0.4 | 1
COc1ccc(-c2noc(-c3ccc4c(c3)OCO4)n2)cc1 | -140 | -94 | -4 | 9 | 0 | -98 | -0.7 | -11
Cc1nn(CC(=O)N2CCN(C34CC5CC(CC(C5)C3)C4)CC2)c(C)c1[N+](=O)[O-] | 7 | 3 | -7 | -3 | -4 | 8 | -0.5 | 6
CCOC(=O)c1[nH]c2ccccc2c1NC(=O)Nc1ccc(OC)cc1 | 3 | 32 | 7 | -1 | -2 | -10 | 1.6 | 15
O=C(CSc1nnc(-c2ccncc2)n1Cc1ccco1)c1ccc(Cl)cc1 | -2 | 7 | 12 | 25 | -8 | -7 | -0.1 | 21
O=C(NCC(=O)N1CCN(c2ccccc2F)CC1)c1ccc(Br)o1 | -14 | -8 | -4 | -33 | -1 | -2 | 0.9 | -1

Reprinted from the part before: four compounds, followed by the next part.
structure | 697 NFkB inh | Mdm2-MdmX inh | TIM10 inh | tim10-1 inh | XBP1 UPR activ | Jurkat NFkB inh | CHOP UPR activ | tim23-1 inh
Cc1nn(CC(=O)N2CCN(C34CC5CC(CC(C5)C3)C4)CC2)c(C)c1[N+](=O)[O-] | 7 | 3 | -7 | -3 | -4 | 8 | -0.5 | 6
CCOC(=O)c1[nH]c2ccccc2c1NC(=O)Nc1ccc(OC)cc1 | 3 | 32 | 7 | -1 | -2 | -10 | 1.6 | 15
O=C(CSc1nnc(-c2ccncc2)n1Cc1ccco1)c1ccc(Cl)cc1 | -2 | 7 | 12 | 25 | -8 | -7 | -0.1 | 21
O=C(NCC(=O)N1CCN(c2ccccc2F)CC1)c1ccc(Br)o1 | -14 | -8 | -4 | -33 | -1 | -2 | 0.9 | -1
Cc1[nH]nc(NCCO)c1[N+](=O)[O-] | 18 | -4 | -1 | 3 | -2 | 28 | 1.5 | 14
CC12CCC(C(=O)Nc3ccccc3-n3cccc3)(CC1=O)C2(C)C (stereo not drawn) | -3 | 6 | 2 | 27 | -2 | 5 | -0.9 | 12
O=C(CCCc1nc(-c2ccc(Cl)cc2)no1)NC1CCCC1 | -2 | 14 | 8 | 33 | -2 | 25 | 3.5 | 37
CC(C)Cn1c(-c2ccncc2)n[nH]c1=S | 2 | 11 | -14 | 6 | -1 | -7 | -0.4 | 11
CN(Cc1ccccc1)C(=O)CCC1CCN(S(=O)(=O)N(C)C)CC1 | 6 | 18 | -4 | -3 | -5 | -2 | -1.7 | -15
Cc1onc(-c2c(F)cccc2Cl)c1C(=O)Nc1nnc(C(F)(F)F)s1 | -11 | 37 | 10 | 11 | -3 | 10 | 1.1 | 12
C[C@H](CO)N1C[C@H](C)[C@@H](CN(C)S(=O)(=O)c2ccccc2)Oc2ccc(NC(=O)Cn3cnnn3)cc2C1=O | 12 | -2 | -2 | 8 | 0 | 13 | 0.6 | 16
COC(=O)C1=C(C)N(Cc2ccccc2)C(=NCCN2CCOCC2)N[C@H]1CCc1ccccc1 | 3 | 31 | 3 | -4 | 0 | -3 | 0.6 | 7

Arranged by value in Jurkat NFkB inh (lowest first): 3 from the list above
mol	697 NFkB inh	Mdm2-MdmX inh	XBP1 UPR activ	Jurkat NFkB inh
CC(C)Cn1c(-c2ccncc2)n[nH]c1=S	2	11	-1	-7
C[C@H](CO)N1C[C@H](C)[C@@H](CN(C)S(=O)(=O)c2ccccc2)Oc2ccc(NC(=O)Cn3cnnn3)cc2C1=O	12	-2	0	13
Cc1[nH]nc(NCCO)c1[N+](=O)[O-]	18	-4	-2	28

Further structures follow:
structure | 697 NFkB inh | Mdm2-MdmX inh | TIM10 inh | tim10-1 inh | XBP1 UPR activ | Jurkat NFkB inh | CHOP UPR activ | tim23-1 inh
Cc1cccc(Cn2cnc3c(nnn3Cc3ccc(F)cc3)c2=O)c1 | 5 | -5 | 17 | 28 | -3 | -4 | 0.0 | 22
Cc1ccc(NC(=O)CNc2ccccc2CN(C)C2CCCCC2)cc1 | 0 | 6 | -2 | 1 | -2 | -18 | -0.2 | 11
CC1CCCC(NC(=O)CSc2n[nH]c(N)n2)C1C (stereo not drawn) | 5 | -6 | 3 | 3 | -1 | -11 | -0.9 | 10
COc1ccccc1-c1nc(C#N)c(N2CCN(c3cccc(Cl)c3)CC2)o1 | 0 | 9 | 25 | 26 | -1 | 19 | 0.6 | 23
CCN(C(=O)CSc1nc2ccc(C)cc2[nH]1)C1CCS(=O)(=O)C1 (stereo not drawn) | 3 | -2 | 12 | 7 | -3 | -7 | -0.6 | 0
CC(=O)c1cccc(Nc2cc(C)nc3c(C)cc(C)cc23)c1 | -8 | -6 | 12 | 8 | -4 | 4 | 0.0 | 13
Cc1nc(SCC(=O)OCc2ccccc2)c2c(=O)n(C)c(=O)n(C)c2n1 | -16 | -15 | 3 | 17 | 0 | 7 | -2.2 | 12
CCCCNS(=O)(=O)c1ccc2nc(-c3cccnc3)cc(C(=O)NCC(OC)OC)c2c1 | 21 | 2 | 9 | -14 | -7 | -5 | 0.8 | 8
COc1ccc(/C=C/C(=O)NC2CCCCCC2)cc1S(=O)(=O)N1CCOCC1 | -32 | -28 | 6 | -8 | 1 | -29 | 2.2 | 6
O=C(NC(=S)NCCC1=CCCCC1)c1ccco1 | -23 | 10 | 17 | 37 | -1 | -38 | 1.9 | 41
N#Cc1c(C(F)(F)F)cc(-c2ccc(F)cc2)nc1SCC(=O)O | 15 | -22 | 14 | 11 | 2 | -6 | -0.8 | 11
CC1=CC(C)(C)N2C(=O)C3(C(C#N)=C(N)OC4=C3C(=O)CCC4)c3c(C)c(C)cc1c32 (stereo not drawn) | 27 | 28 | 3 | 5 | 0 | -7 | 1.0 | 2
COc1ccccc1N1CCN(C2CCCN(S(=O)(=O)c3cccc(Cl)c3)C2)CC1 (stereo not drawn) | 9 | 5 | 25 | 32 | -5 | 11 | 2.4 | 31
Cc1cccc(N2CCN(C(=O)c3c(-c4ccccc4)noc3C)CC2)c1C | -51 | 46 | 29 | 5 | 7 | 68* | 1.6 | 38
COc1ccccc1N(C(=O)c1ccncc1)c1nc(-c2ccc([N+](=O)[O-])cc2)cs1 | -18 | 21 | 35 | 22 | 5 | -7 | 2.1 | 22
CCOc1ccc(C2c3[nH]c4ccccc4c3CCN2C(=O)Cn2cncn2)cc1 (stereo not drawn) | 20 | 19 | 6 | 14 | -3 | 1 | -0.8 | 15
COc1ccccc1C(=O)NC1CC(C)(C)NC(C)(C)C1 | 1 | 30 | 4 | 1 | -3 | 7 | 5.4 | 10
COc1cccc(/C=C2\SC(=S)N(CCCC(=O)N(CCO)c3ccccc3)C2=O)c1 | -13 | 99* | 24 | 44* | -4 | 20 | -2.5 | 50*
O=C(CCNS(=O)(=O)c1ccc2c(c1)CCC(=O)N2)Nc1ccc(F)c(F)c1 | 7 | -15 | -2 | 5 | -3 | 13 | 0.1 | 7
Cc1ccc(NC(=O)CC2S/C(=N/c3nccs3)N(C)C2=O)c(C)c1 (stereo not drawn) | 3 | 13 | 17 | 24 | -2 | -4 | 0.3 | 2
COc1ccc(CNC(=O)CSc2nc(-c3ccccc3)cc(-c3cccs3)c2C#N)cc1 | 5 | 63* | -21 | 21 | 33* | -1 | 45* | -36
CC(C)N(C#N)c1nc(N2CCOCC2)nc(N2CCOCC2)n1 | 8 | 7 | 39 | 40 | 1 | -16 | -1.0 | 18
O=S(=O)(c1ccc(Cl)s1)N1CCNCC1 | 21 | 3 | -6 | 3 | -2 | 5 | 1.0 | 6
O=C(NNC(=O)c1ccccc1Br)c1ccc(Cl)cc1 | 0 | 9 | 1 | -13 | -3 | -4 | -0.4 | 14

2 entries picked at random from the list so far, as already listed:
structure | 697 NFkB inh | Mdm2-MdmX inh | TIM10 inh | tim10-1 inh | XBP1 UPR activ | Jurkat NFkB inh | CHOP UPR activ | tim23-1 inh
CC(C)N(C#N)c1nc(N2CCOCC2)nc(N2CCOCC2)n1 | 8 | 7 | 39 | 40 | 1 | -16 | -1.0 | 18
Cc1ccc(NC(=O)CC2S/C(=N/c3nccs3)N(C)C2=O)c(C)c1 (stereo not drawn) | 3 | 13 | 17 | 24 | -2 | -4 | 0.3 | 2

Additional structures follow:
structure | 697 NFkB inh | Mdm2-MdmX inh | TIM10 inh | tim10-1 inh | XBP1 UPR activ | Jurkat NFkB inh | CHOP UPR activ | tim23-1 inh
COc1ccc2c(CC(=O)N3CCc4cc(OC)c(OC)cc4C3)coc2c1 | 1 | 17 | 17 | 8 | -5 | 16 | -0.6 | 19
Cn1ccnc1SCc1nc2c(cnn2-c2ccccc2)c(=O)[nH]1 | -5 | -3 | 12 | 19 | -1 | 3 | 0.6 | 14
O=C(c1ccc(CSCc2ccccc2F)o1)N1CCN(c2ccc(N3CCOCC3)nn2)CC1 | -9 | 18 | 10 | 23 | -5 | -4 | -0.5 | 26
CCOC(=O)CSC1=C(C#N)C(c2ccc3c(c2)OCO3)CC(=O)N1 (stereo not drawn) | -27 | 45 | -21 | 19 | -1 | 8 | -1.1 | 3
Cc1ccc(-c2csc(C3=C(O)CN(NC(=O)c4ccco4)C3=N)n2)cc1 | 6 | 2 | -3 | -9 | 2 | -2 | -0.4 | -6
CC(=O)c1ccc(C(=O)N2CCCC(C(=O)c3ccc(Cl)cc3)C2)s1 (stereo not drawn) | -5 | -17 | -14 | 23 | -2 | 6 | -1.1 | 32
COC(=O)Nc1ccc(S(=O)(=O)N2c3ccccc3CCC2C)cc1 (stereo not drawn) | -85 | 58* | 22 | 35 | 2 | 53* | -2.7 | 42
CC(C)CC(OC(=O)c1cccs1)C(=O)NCc1ccco1 (stereo not drawn) | -20 | 11 | 10 | 6 | -1 | 9 | -0.1 | 11
COC(=O)[C@@]12CCCN1[C@H](c1ccc(-c3ccc(F)cc3)cc1)[C@H]1C(=O)N(C)C(=O)[C@H]12 | 16 | 26 | -12 | 14 | -4 | 3 | -1.8 | -5
COc1ccc(C(=O)NC(=S)Nc2ccc3oc(=O)ccc3c2)cc1[N+](=O)[O-] | 8 | 21 | -18 | 11 | -5 | 2 | -1.1 | 3
CCOC(=O)c1sc2nc(CSc3ccccc3)nc(N3CCCN(C)CC3)c2c1C | 4 | 74* | 41* | 0 | 17 | 6 | 2.0 | 4
